# Assay outcomes: PubChem BioAssay, several laboratories
# STAT3 inh: IL-6 driven STAT3 reporter inhibitors, primary screen, U3A cells, luciferase, luminescence, MLSCN library; IL-6 STAT3-luciferase reporter; host cell line lacks STAT1; inhibition, % at 5.5 µM; actives 0.89% (n = 190,000);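 active = inhibition above the mean inhibition across all screened compounds plus 3 SD, cut at about 44% in these data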;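 also: 0% = DMSO only wells and 100% = 100 µM nifuroxazide control wells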
# STAT1 act: STAT1 signaling activators, primary screen, cell-based, HTS, luciferase reporter; NIH 3T3 STAT1-luciferase reporter, IFN-gamma, luminescence; 100% = IFN-gamma alone, no compound; activation (% of control), % at 5.5 µM; actives 2.6% (n = 200,000); AID 932, 2007;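 active = activation above the screen-wide mean activation plus 3 SD, cut at about 130% in these data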;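 also: raw ratio to IFN-gamma control signal so 100% means no change and 0% no light; values of inactives mirror those of a sister screen read the other way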
# ROMK primary: ROMK potassium channel modulators, primary screen, cell-based, thallium flux, MLSMR library. ATP-sensitive inward rectifier potassium channel 1 (Homo sapiens), P48048. Tet-inducible ROMK, thallium flux fluorescence; actives lie on both sides. B-score at 10 µM. actives 2% (n = 130,000). AID 1918, 2009;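 active = signal ratio slope over the read window, or its plate-corrected B-score, at least 3 SD from the plate mean, either direction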;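 also: B-score of the F/F0 ratio slope over 7 to 12 s after thallium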
# Target sequence (P48048 whole entry, looked up): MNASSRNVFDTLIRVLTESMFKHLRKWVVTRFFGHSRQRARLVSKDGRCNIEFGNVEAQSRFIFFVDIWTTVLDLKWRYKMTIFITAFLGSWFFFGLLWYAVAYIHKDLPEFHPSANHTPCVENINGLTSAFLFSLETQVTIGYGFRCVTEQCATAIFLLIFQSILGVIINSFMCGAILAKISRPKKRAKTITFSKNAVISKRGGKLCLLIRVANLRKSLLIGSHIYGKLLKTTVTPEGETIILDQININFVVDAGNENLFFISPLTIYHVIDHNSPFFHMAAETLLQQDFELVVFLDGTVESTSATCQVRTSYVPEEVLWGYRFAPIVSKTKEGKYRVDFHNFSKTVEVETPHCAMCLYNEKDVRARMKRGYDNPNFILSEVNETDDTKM
# FLuc act counter: FLuc activators, initial screening, artefact control for FLuc-dependent activation tests, biochemical, ATPlite luminescence; Luciferin 4-monooxygenase (Photinus pyralis), P08659; 200,000 tested, under 10 active; AID 1027, 2008; activation factor at 10 µM; ATPlite luciferase biochemical, 10 min; 0 = ATP-free wells, 1 = DMSO control;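 active = luciferase activation factor, scaled between plate controls, of at least 2 with compound at 10 µM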
# Target sequence (P08659 whole entry, looked up): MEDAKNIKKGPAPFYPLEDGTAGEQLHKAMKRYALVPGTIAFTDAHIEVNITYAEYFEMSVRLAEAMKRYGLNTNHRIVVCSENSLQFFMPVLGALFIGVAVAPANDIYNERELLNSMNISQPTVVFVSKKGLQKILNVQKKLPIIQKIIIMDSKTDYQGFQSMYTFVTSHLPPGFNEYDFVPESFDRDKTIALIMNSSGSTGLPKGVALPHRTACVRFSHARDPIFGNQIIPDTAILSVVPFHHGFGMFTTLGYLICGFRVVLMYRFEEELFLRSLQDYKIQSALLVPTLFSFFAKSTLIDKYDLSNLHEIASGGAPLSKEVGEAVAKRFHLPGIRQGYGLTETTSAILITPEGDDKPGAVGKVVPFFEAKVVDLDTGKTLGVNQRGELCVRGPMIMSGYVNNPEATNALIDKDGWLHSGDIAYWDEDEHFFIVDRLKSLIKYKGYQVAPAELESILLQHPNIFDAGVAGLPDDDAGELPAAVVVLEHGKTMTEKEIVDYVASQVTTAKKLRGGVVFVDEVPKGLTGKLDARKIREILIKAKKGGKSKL
#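 System: cell-free luciferase reagent; medium: PBS as buffer for the ATP substrate; doses: test compounds dosed from 2 mM stocks in 100% DMSO; incubation: 10 min, room temperature; measured by: luminescence from luciferase reaction; read-out: luciferase activation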
# STAT1 inh: STAT1 signaling inhibitors, primary screen, cell-based, HTS, luciferase reporter | NIH 3T3 STAT1-luciferase reporter, IFN-gamma, luminescence | actives 0.35% (n = 200,000) | inhibition, % at 5.5 µM;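 active = inhibition above a set limit, the mean inhibition across all tested compounds plus 3 SD, cut at about 34% in these data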;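 also: 0% = IFN-gamma with DMSO and 100% = IFN-gamma with 300 µM nifuroxazide; values of inactives mirror those of a sister screen read the other way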
# APP transl inh: inhibitors of APP translation via 5'UTR reporter, primary screen, APP 5'UTR luciferase, SH-SY5Y cells. AID 1285, 2008. actives 0.82% (n = 190,000). SH-SY5Y APP 5'UTR-luciferase reporter, luminescence. inhibition, % at 2 µM;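 active = inhibition above a set limit, derived from the sample mean plus 3 SD, cut at about 45% in these data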; also: values of inactives mirror those of a sister screen read the other way
# NF-kB neuron act: activators of NF-kB expression in neurons, primary screen, cell-based, HTS; AID 1239, 2008; fold change at 12.5 µM; actives 1.6% (n = 190,000); human neuronal cells, NF-kB reporter expression; hits give high values; in the data active = fold change above about 3.3
# STAT3 activator: IL-6 driven STAT3 reporter potentiators, primary screen, U3A cells, luciferase, luminescence, MLSCN library. IL-6 STAT3-luciferase reporter; 100% = signal with IL-6 EC80 alone. activation (% of control), % at 5.6 µM. actives 0.91% (n = 190,000). AID 871, 2007;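 active = activation above the screen-wide mean of compound activation plus 3 SD, cut at about 130% in these data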;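 also: 0% = background luminescence of wells with medium and substrate only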
#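 Assay system – human STAT1-deficient U3A cells with stable STAT3-luciferase reporter · Also added – IL-6 (33 ng/mL) · Schedule – compound 1 h, then IL-6 6 h at 37 °C · Technique – reporter luminescence signal · Evaluation – % activation versus median of IL-6-stimulated wells · Benchmarks – IL-6-only wells as 100% reference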
# FLuc inh counter: firefly luciferase enzyme inhibitors, primary screen, artefact control for luciferase-based inhibitor screens, biochemical, luminescence, ATPLite. inhibition, % at 10 µM. actives 1.5% (n = 200,000). 10 min. AID 1006, 2008;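 active = inhibition above about 50% when tested at 10 µM, limit read from the data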
# APP 5'UTR act: activators of APP 5'UTR luciferase reporter, primary screen, SH-SY5Y cells. SH-SY5Y APP 5'UTR luciferase reporter, luminescence; zero percent = DMSO vehicle wells. activation, % at 2 µM. actives 1% (n = 190,000). AID 1276, 2008;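 active = activation above a set limit, based on mean plus 3 SD of controls, cut at about 140% in these data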; also: values of inactives mirror those of a sister screen read the other way
# * = called active by the depositor; nt = no result given.
SMILES,STAT3 inh,STAT1 act,ROMK primary,FLuc act counter,STAT1 inh,APP transl inh,NF-kB neuron act,STAT3 activator,FLuc inh counter,APP 5'UTR act
O=C(O)CCc1n[nH]c(=S)[nH]c1=O,7.5,103.3,nt,1,-3.7,14.2,0.85,98.2,-3.9,-14.2
O=C(C1=C(c2ccccc2)C(=O)c2ccccc2C1=O)c1ccccc1,-5.8,94.4,0.388,1,8.2,32.9,0.36,102.6,-0.8,-32.9
COC(=O)CSc1n[nH]c(=S)s1,15.7,98.0,0.0336,1.1,2.1,-0.3,1.21,93.1,-5.8,0.3
COC(=O)C1=NNCC12CC(=O)N(c1ccc(Br)cc1)C2=O (configuration not stated),7.2,103.8,nt,1,-4.3,4.5,1.13,96.1,-4.0,-4.5
CCCCn1c(O)c(N=NC(=O)Cn2c(C(F)(F)F)nc3ccccc32)c2ccccc21,2.4,101.5,0.797,1.1,-1.7,-2.6,0.94,101.3,-5.6,2.6
Cc1ccc(C)c(S(=O)(=O)N2C(=S)NC(=O)C2C(C)C)c1 (configuration not stated),-3.8,96.0,-0.51,1,4.4,3.0,1.09,103.4,-3.6,-3.0
CCCn1c(CCC(=O)O)ccc1-c1ccc(F)cc1,-2.4,105.1,nt,1,-5.5,-11.0,1.07,105.6,-2.9,11.0
COc1ccc(/C=C/c2nc3ccccc3n2Cc2ccccc2OC)cc1,-11.4,153.6*,nt,0.1,-59.9,-178.8,5.62*,110.2,87.5*,178.8*
O=C(NCCN1C(=O)CSC1=O)c1ccccc1,-8.7,105.6,nt,1.1,-6.1,-14.9,1.2,109.8,-5.1,14.9
Cc1cccc(C)c1OCC(=O)NC(Cc1c[nH]c2ccccc12)C(=O)O (configuration not stated),-13.9,97.7,0.312,1,1.4,-10.3,1.22,112.3,1.6,10.3
COc1ccc(F)cc1S(=O)(=O)N1CCCN(S(=O)(=O)c2cc(F)ccc2OC)CC1,-0.5,96.4,-1.95,1.1,5.8,-8.2,1,103.6,-10.0,8.2
COc1ccc(Oc2nc(Oc3ccc(OC)cc3)nc(Oc3ccc(OC)cc3)n2)cc1,1.2,96.9,-1.12,1.1,3.4,2.1,0.94,102.0,-5.8,-2.1
COc1ccc(C2C(C(=O)OCC(=O)N3CCCCC3)CCC(=O)N2c2ccc(OC)cc2)cc1 (configuration not stated),12.4,99.0,0.931,1.1,1.1,-1.4,0.89,95.8,-8.3,1.4
COc1ccccc1N1CCN(C(=O)C2CC=CCC2C(=O)O)CC1 (configuration not stated),2.8,102.1,nt,1,-2.3,6.2,1.12,100.5,-1.7,-6.2
NC(=O)c1ncc(C(F)(F)F)cc1Oc1cccnc1,4.6,100.3,-0.0408,1.1,-0.5,13.1,1.05,100.2,-8.0,-13.1
CC1CCN(c2nc3c(c(=O)n(C)c(=O)n3C)n2CCSc2nc3ccccc3s2)CC1,-0.7,98.0,0.32,1.1,2.1,-2.4,0.89,101.2,-11.3,2.4
C/C=C/Cn1c(SCc2ccc(C)cc2)nc2c1c(=O)[nH]c(=O)n2C,-3.8,105.7,0.0426,1.1,-6.1,6.8,0.96,105.9,-5.6,-6.8
CCOc1ccc(CCNC(=O)CSc2cc(=O)n(C)c3cc(Cl)ccc23)cc1OCC,-1.7,103.1,nt,1.1,-3.4,-30.6,1.02,101.0,-7.3,30.6
Cc1c(C(=O)N2CCc3ccccc32)oc2c1C(=O)CC(C)(C)C2,4.4,157.1*,nt,0.9,-62.5,-33.5,2.76,101.3,8.4,33.5
CCN(CC)C(=S)SCC(=O)Nc1ccc(F)cc1,10.5,92.0,0.751,1.1,8.8,2.4,1.17,96.7,-6.2,-2.4
COc1cccc(-n2nnc3c(=O)n(CC(=O)N4CCC(Cc5ccccc5)CC4)cnc32)c1,3.8,93.9,0.0165,1,6.8,6.5,0.87,100.4,1.1,-6.5
Cc1cc(NC(=O)COC(=O)C2CCC(=O)N2)c([N+](=O)[O-])cc1C (configuration not stated),-4.3,99.2,nt,1,-0.3,-5.8,1.22,104.9,0.2,5.8
C=CCN(C(=O)CNC(=O)c1ccco1)C(C(=O)NC1CCCCC1)c1ccc(F)cc1 (configuration not stated),8.3,104.2,nt,1.1,-4.7,-6.6,1.07,100.5,-6.6,6.6
O=C(CCn1c(=O)sc2ccccc21)Nc1cccnc1,6.2,92.2,-0.0795,1,4.7,0.7,0.99,96.6,1.2,-0.7
CC(OC(=O)c1nc(-c2ccccc2)n(-c2ccccc2)n1)C(=O)Nc1cc(Cl)cc(Cl)c1 (configuration not stated),-5.2,103.3,nt,1,-3.6,17.5,0.77,100.1,-1.9,-17.5

# A few values from the entries so far:
# For STAT3 activator, O=C(CCn1c(=O)sc2ccccc21)Nc1cccnc1 is listed with 96.6
# For STAT1 inh, COc1ccc(/C=C/c2nc3ccccc3n2Cc2ccccc2OC)cc1 is listed with -59.9
# For STAT1 act, O=C(O)CCc1n[nH]c(=S)[nH]c1=O is listed with 103.3
# For STAT3 activator, CCN(CC)C(=S)SCC(=O)Nc1ccc(F)cc1 is listed with 96.7
# For FLuc act counter, CC1CCN(c2nc3c(c(=O)n(C)c(=O)n3C)n2CCSc2nc3ccccc3s2)CC1 is listed with 1.1
# For STAT1 inh, COC(=O)C1=NNCC12CC(=O)N(c1ccc(Br)cc1)C2=O (configuration not stated) is listed with -4.3

# Continuation:
SMILES,STAT3 inh,STAT1 act,ROMK primary,FLuc act counter,STAT1 inh,APP transl inh,NF-kB neuron act,STAT3 activator,FLuc inh counter,APP 5'UTR act
Cc1cccc(NC(=O)c2nc(-c3ccccc3)n(-c3ccccc3)n2)c1C,1.0,100.4,0.269,1.1,-0.5,-10.6,0.87,99.4,-5.1,10.6
O=C(CN(c1ccccc1)S(=O)(=O)c1ccccc1)NCCSc1nc2ccccc2s1,2.4,105.4,0.204,1,-6.0,-7.6,0.92,102.0,-1.6,7.6
COc1ccc(/C=C/C(=O)Oc2ccc(C)c(C)c2)cc1OC,7.0,106.6,0.0479,1,-8.0,11.8,1.13,104.6,-0.4,-11.8
Cc1ccc(S(=O)(=O)N2CCOCC2)cc1NC(=O)CSc1nnc(N)s1,1.6,98.2,-0.806,1.1,1.2,-12.0,0.81,100.7,-8.3,12.0
CC(Nc1cc(=O)n(C)c(=O)[nH]1)c1ccccc1 (configuration not stated),-3.3,102.0,0.821,1,-3.3,-18.3,1.01,105.5,-4.1,18.3
O=C(Cn1ncc2c1-c1ccccc1OC2)Nc1ccc(S(=O)(=O)N2CCCCC2)cc1,6.2,99.8,nt,1.1,0.2,9.3,1.02,102.3,-6.1,-9.3
CCCCN1CC(O)=C(c2nc3ccccc3[nH]2)C1=N,17.9,121.9,nt,0.9,-24.0,-23.0,1.73,89.3,11.0,23.0
CCS(=O)(=O)n1nc(NCc2cccc(OC)c2)nc1NCc1cccc(OC)c1,-6.6,95.5,nt,1.1,4.9,-4.4,0.72,105.4,-5.1,4.4
COc1ccc(/C=C/C(=O)NCCn2c(C)cc3ccccc32)cc1OC,11.0,101.2,-0.977,1.1,-1.3,28.1,0.67,90.5,-7.9,-28.1
COc1ccc(C)cc1S(=O)(=O)N1c2ccccc2CC1C (configuration not stated),6.1,99.2,nt,1,2.4,-4.0,0.97,95.9,-1.0,4.0
O=C(O)c1cccnc1NC1CCCC1,7.3,104.1,-0.0101,1.1,-4.5,-17.4,1.37,98.5,-8.2,17.4
O=C(Oc1c(CN2CCOCC2)cc(Cl)c2cccnc12)c1ccccc1F,5.4,93.8,-0.00673,1,5.2,75.4*,1.07,101.2,-3.3,-75.4
CC(C(=O)NN)c1ccc([N+](=O)[O-])cc1 (configuration not stated),1.3,103.2,-0.825,1,-6.9,-6.8,0.96,102.9,-2.7,6.8
COc1ccc(N2CCN(CC(O)COc3ccc([N+](=O)[O-])cc3)CC2)cc1 (configuration not stated),0.2,111.1,-1.33,1.1,-12.6,6.2,1.13,102.2,-7.9,-6.2
CC(C)c1onc(C(=O)NCCc2ccccc2)c1[N+](=O)[O-],11.7,97.8,-0.032,1,1.4,-22.9,1.5,95.6,3.5,22.9
CC1(C)N=C2C(=[N+]1[O-])CCC/C2=N\O,0.1,99.2,0.00888,1,0.9,-11.0,1,102.2,-0.4,11.0
CC1(C)CC(=O)C2=C(C1)NC1=C(C(=O)c3ccccc31)C2c1ccc(Cl)cc1 (configuration not stated),-8.8,95.0,0.197,1,5.7,-5.2,1.37,107.5,1.4,5.2
Cn1c(=O)c2c(nc(CN3CCN(CCO)CC3)n2CCc2ccccc2)n(C)c1=O,nt,95.0,nt,1,4.2,-1.2,1.13,nt,-4.2,1.2
Cn1cccc1CNC(=O)Nc1ccc(Cl)c(Cl)c1,-10.2,135.2*,nt,1,-38.5,nt,1.07,113.8,-2.9,nt
CCOc1ccccc1N1CCN(C(=S)NC(=O)C23CC4CC(CC(C4)C2)C3)CC1,11.9,96.3,nt,1.1,4.0,-7.0,0.76,88.8,-8.0,7.0
COc1ccc(CCN(Cc2nc(-c3ccccc3)no2)Cc2nc(-c3ccccc3)no2)cc1OC,-4.5,93.3,nt,1.1,7.2,-9.9,0.97,104.6,-10.8,9.9
COc1ccc(NC(C)=O)cc1S(=O)(=O)N1CCN(C/C=C/c2ccccc2)CC1,-2.8,94.5,-0.0477,1.1,4.5,5.2,1.16,108.4,-6.2,-5.2
COc1cc(NC(=O)Cn2nc(C(F)(F)F)c(Br)c2C)cc([N+](=O)[O-])c1,-1.9,87.3,nt,1.1,14.2,-4.4,0.98,100.7,-9.1,4.4
CCOC(=O)Cn1nc(C)n(-c2ccccc2)c1=O,7.5,99.4,nt,1,0.7,-15.0,1.28,102.3,-3.4,15.0
CCOc1ccc2nc(NC(=O)c3ccc(S(=O)(=O)N4CCOCC4)cc3)sc2c1,22.2,99.5,-0.526,1,0.6,6.3,0.83,88.2,-2.2,-6.3
COc1ccc(OC)c(C(=O)CSc2nnc(-c3cccs3)n2C)c1,6.8,98.7,0.597,1,2.6,5.7,1.02,97.5,-4.0,-5.7
O=c1[nH]c(SCc2cc(=O)n3ccccc3n2)nc2c1CCC2,3.9,93.6,nt,nt,6.9,-10.3,nt,99.1,nt,10.3
C=CCN1C(=O)/C(=C2/C(=O)N(CC(=O)O)c3ccccc32)S/C1=N/c1nccs1,1.1,95.4,nt,1,4.6,-0.7,1.33,107.8,-3.4,0.7

# A second format for 2 compounds above:
Molecule	STAT3 inh	STAT1 act	ROMK primary	FLuc act counter	STAT1 inh	APP transl inh	NF-kB neuron act	STAT3 activator	FLuc inh counter	APP 5'UTR act
COc1ccc(C)cc1S(=O)(=O)N1c2ccccc2CC1C (configuration not stated)	6.1	99.2	nt	1	2.4	-4.0	0.97	95.9	-1.0	4.0
O=C(O)c1cccnc1NC1CCCC1	7.3	104.1	-0.0101	1.1	-4.5	-17.4	1.37	98.5	-8.2	17.4
